FBW7 act: FBW7 E3 ligase activators, primary screen, biochemical, AlphaScreen, human | 0.13% of 650,000 active | normalized activity (activation), % at 26.1 µM | AlphaScreen FBW7–phospho-cyclin E peptide binding, activator screen | F-box/WD repeat-containing protein 7 (Homo sapiens), Q969H0 | AID 1259310, 2017; in the data active = normalized activity above about 1.9%;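 also: purified mutant Fbw7 with reduced substrate affinity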
MITF inh: MITF inhibitors, primary screen, biochemical, AlphaScreen, human; 0.91% of 650,000 active; inhibition, % at 2.6 µM; AlphaScreen MITF homodimerization, bead proximity signal; AID 1259374, 2018; in the data active = inhibition above about 50%;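 also: 0% = vehicle wells with protein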
Target sequence (O75030 whole entry, looked up): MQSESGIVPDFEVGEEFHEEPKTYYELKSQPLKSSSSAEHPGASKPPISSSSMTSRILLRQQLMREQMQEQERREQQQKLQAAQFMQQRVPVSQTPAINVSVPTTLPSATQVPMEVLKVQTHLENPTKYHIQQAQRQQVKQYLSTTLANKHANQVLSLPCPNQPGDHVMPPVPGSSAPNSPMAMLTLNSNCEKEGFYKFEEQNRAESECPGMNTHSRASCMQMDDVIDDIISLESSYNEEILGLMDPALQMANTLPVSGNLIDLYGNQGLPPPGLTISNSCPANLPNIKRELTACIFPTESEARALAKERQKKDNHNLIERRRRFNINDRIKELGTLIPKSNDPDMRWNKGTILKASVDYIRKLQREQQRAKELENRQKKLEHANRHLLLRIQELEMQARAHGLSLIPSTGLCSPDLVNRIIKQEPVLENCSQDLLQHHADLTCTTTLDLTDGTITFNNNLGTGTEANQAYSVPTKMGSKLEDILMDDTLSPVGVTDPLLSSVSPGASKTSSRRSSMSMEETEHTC
GPR151 activ: activators of human GPR151, primary screen, cell-based, PathHunter beta-arrestin, luminescence; PathHunter beta-arrestin GPR151 cells; activation, % at 11.2 µM; 1% of 650,000 active; AID 1508602, 2020; in the data active = activation above about 4.9%;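 also: 0% = median of compound wells and 100% = cells with positive control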
Target sequence (Q8TDV0 whole entry, looked up): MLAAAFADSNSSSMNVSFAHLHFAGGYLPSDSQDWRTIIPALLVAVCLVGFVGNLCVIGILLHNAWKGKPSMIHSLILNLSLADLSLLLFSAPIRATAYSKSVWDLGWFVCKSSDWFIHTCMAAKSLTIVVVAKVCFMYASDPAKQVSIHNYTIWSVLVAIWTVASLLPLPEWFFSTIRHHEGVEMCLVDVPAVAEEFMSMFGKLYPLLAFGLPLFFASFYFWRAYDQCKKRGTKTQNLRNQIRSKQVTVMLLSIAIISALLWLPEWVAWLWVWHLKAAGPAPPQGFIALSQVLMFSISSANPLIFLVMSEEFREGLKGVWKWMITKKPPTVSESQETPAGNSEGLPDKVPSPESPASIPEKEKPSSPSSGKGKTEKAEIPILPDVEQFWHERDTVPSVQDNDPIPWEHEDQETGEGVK
TEAD-YAP inh: TEAD-YAP interaction inhibition, primary screen, TEAD-YAP interaction inhibitor project, luminescence, HEK-TIYL cells; inhibition, % at 9.12 µM; TEAD-Gal4/YAP UAS-luciferase luminescence; AID 1259422, 2018; 1.4% of 640,000 active; in the data active = inhibition above about 32%;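 also: 0% = median of test compound wells and 100% = reference inhibitor wells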
* hit, by the source's call; & = joins results of further samples.

molecule,FBW7 act,MITF inh,GPR151 activ,TEAD-YAP inh
CCc1ccc(C(=O)NC(C(=O)NCC2CCCO2)C(C)C)cc1 (stereo unspecified),0.6,67*,0.8,1
COc1ccc2[nH]c(=O)c(CN(Cc3ccco3)C(=O)NCc3ccccc3)cc2c1,-0.1,11,-0.9,0
O=C(CC1(C(F)(F)F)NCCN1)c1ccccc1,0.0,20,-1.6,4
CC(=O)Nc1ccc(S(=O)(=O)NC(C(=O)O)C(C)O)cc1 (stereo unspecified),0.3&0.0,5&-10,4.0&0.0,-4&-14
Cc1ccc(OCCOCCOc2ccc(Cl)cc2/C=N\n2cnnc2)cc1,0.1,3,-0.3,3
COC(=O)c1ccccc1NC(=O)NNC(=S)Nc1ccc(Cl)cc1,0.0,-1,-0.4,-28
CN1CC(=O)N(CC(=O)Nc2ccc(N(C)C)cc2)c2ccccc2C1=O,0.1,3,-2.4,6
CC1CCN(C2(O)C(=O)Nc3ccc([N+](=O)[O-])cc32)CC1 (stereo unspecified),-0.1,-2,1.6,11
COc1ccc(NC(=O)c2ccc(N3CCCCS3(=O)=O)cc2)cc1OC,-0.1,-5,-0.1,-23
CCOc1cc(/C=C2/SC(N)=NC2=O)cc([N+](=O)[O-])c1O,-0.1,1,0.1,4

Quoted at random: three entries already listed
molecule,FBW7 act,MITF inh,GPR151 activ,TEAD-YAP inh
CN1CC(=O)N(CC(=O)Nc2ccc(N(C)C)cc2)c2ccccc2C1=O,0.1,3,-2.4,6
COC(=O)c1ccccc1NC(=O)NNC(=S)Nc1ccc(Cl)cc1,0.0,-1,-0.4,-28
COc1ccc(NC(=O)c2ccc(N3CCCCS3(=O)=O)cc2)cc1OC,-0.1,-5,-0.1,-23

Later entries.
molecule,FBW7 act,MITF inh,GPR151 activ,TEAD-YAP inh
CC1Oc2ncccc2N(Cc2ccc3c(c2)OCO3)C1=O (stereo unspecified),-0.3,-3,0.6,-7
O=C(O)c1cccc([N+](=O)[O-])c1C(=O)NCCc1ccccc1,-0.1,-1,0.2,6
COc1nc(Cl)nc(N2CCCCC2C)n1 (stereo unspecified),-0.1,-4,0.6,-8
CCCCCn1c(SCC(=O)OCC)nc2cc(C(=O)NCc3cccc(Cl)c3)ccc2c1=O,0.1,-1,0.0,1
COc1ccc(C2CC(=O)C3=C(C2)Nc2ccccc2NC3c2ccccc2OCc2ccccc2)cc1OC (stereo unspecified),0.7,6,0.8,-1
COc1ccc(C(=O)NC2CC2)cc1OC1CCN(C2Cc3ccccc3C2)CC1,-0.1,4,11*,-23
CC1(C)CC(NC(=O)COc2ccc(Br)cc2)CC(C)(C)N1,0.1,1,2.8,11
O=C(Nc1nc2ccccc2s1)C1(c2cccs2)CCOCC1,-0.1,-2,-3.2,7
COc1ccc(Cn2nnnc2CN2CCC(n3cnc4cccnc43)CC2)cc1,0.9,24,-1.5,-20
Cc1cc(N2CCCC(C(=O)NC34CC5CC(CC(C5)C3)C4)C2)nc(N)n1 (stereo unspecified),0.6,7,-0.6,-14

New compounds follow
molecule,FBW7 act,MITF inh,GPR151 activ,TEAD-YAP inh
O=C(NCCO)c1ccc(-c2csc3ccccc23)s1,-0.1,-3,-1.8,2
CCSc1nnc(N2C(=O)CC(c3ccc(F)cc3)C3=C2CCCC3=O)s1 (stereo unspecified),0.0,-1,-1.0,4
COc1ccc(/C(N)=N/OC(=O)c2ccc(C)c([N+](=O)[O-])c2)cc1,-0.1,4,0.4,4
COc1ccc(CC2(CCC(=O)NCCCn3cccn3)CCC(=O)N2)c(F)c1 (stereo unspecified),-0.1,0,3.6,4
O=C1C(=O)N(c2cccc(C(F)(F)F)c2)C(c2ccccc2F)/C1=C(\O)c1ccccc1 (stereo unspecified),0.1,9,-1.5,6
O=C(O)CCC(=O)N1N=C(c2ccccc2)CC1c1cccs1 (stereo unspecified),0.0,6,0.0,10
Brc1cccc(-c2nc(-c3ccncc3)no2)c1,0.1,8,1.9,-20
CC(/C=N/NC(=O)c1cc(C(C)C)[nH]n1)=C\c1ccccc1,-0.1,7,0.6,-11
Cc1ccc(-c2nc(N3CCC(Cc4ccccc4)CC3)c3ccccc3n2)cc1,0.0,7,-1.1,3
COc1ccc(CC(=O)Nc2ccc(N3CCC(NCCc4ccccn4)CC3)cc2)cc1,0.2,12,-1.0,-2

(more compounds)
molecule,FBW7 act,MITF inh,GPR151 activ,TEAD-YAP inh
O=S(=O)(NCCc1nnc2ccc(SCc3cccc(F)c3)nn12)c1ccccc1,0.8,-2,1.9,-3
COc1ccc(C(=O)N2CCOC2CNC(=O)C(=O)NCc2cccnc2)cc1 (stereo unspecified),-0.2,-7,-1.6,-3
CC(C)c1cc(CNC(=O)c2cc(COc3cccc4cnccc34)on2)on1,0.2,12,-0.1,15
O=c1c2c3c(sc2nc2c4ccccc4c(NCCOCCO)nn12)CCCC3,0.1,2,0.8,8
COCCNC(=O)C(=O)NNS(=O)(=O)c1ccc2ccccc2c1,0.3,-3,0.0,7
COc1ccc(C(=O)CSc2nnc(-c3c[nH]c4ccccc34)o2)cc1,0.5,-9,1.0,-15
CC(C(=O)Nc1cc(Cl)ccc1Cl)N1C(=O)c2ccccc2C1=O (stereo unspecified),0.0,2,0.1,9
COc1ccc(C2C=C(c3ccc(Br)cc3)Nc3ncnn32)c(OC)c1 (stereo unspecified),0.3,24,1.1,7
Cc1ccc(Nc2nc3ccc(Cl)cc3n3cnnc23)cc1,0.1,6,1.3,4
CCc1ccc(OCC2c3cc(OC)c(OC)cc3CCN2C(=O)c2ccc(F)cc2)cc1 (stereo unspecified),-0.1,-6,-1.6,-10

Molecules shown so far containing an aryl thioether with sulfur outside any ring (four):
molecule,FBW7 act,MITF inh,GPR151 activ,TEAD-YAP inh
CCCCCn1c(SCC(=O)OCC)nc2cc(C(=O)NCc3cccc(Cl)c3)ccc2c1=O,0.1,-1,0.0,1
CCSc1nnc(N2C(=O)CC(c3ccc(F)cc3)C3=C2CCCC3=O)s1 (stereo unspecified),0.0,-1,-1.0,4
O=S(=O)(NCCc1nnc2ccc(SCc3cccc(F)c3)nn12)c1ccccc1,0.8,-2,1.9,-3
COc1ccc(C(=O)CSc2nnc(-c3c[nH]c4ccccc34)o2)cc1,0.5,-9,1.0,-15

Continued:
molecule,FBW7 act,MITF inh,GPR151 activ,TEAD-YAP inh
N#CCCN1CCC(c2nnc(-c3ccccc3)o2)CC1,0.0,-1,2.7,-3
COc1cccc(C(=O)NC(C)CCc2ccccc2)c1 (stereo unspecified),0.7,7,0.2,-5
N#CC1=C(N)C(C#N)(C#N)C(c2ccc(OC(F)F)cc2)C=C1C1CC1 (stereo unspecified),0.1,8,0.9,-4
CN(C)c1ccc2c3c(cccc13)C(=O)N(c1ccccc1)C2=O,0.0,5,-0.1,-3
S=C(NCc1ccccc1)N(Cc1ccccc1)Cc1ccccc1,0.0,-3,3.2,-4
COc1cc(/C=c2\sc3nc4ccccc4n3c2=O)ccc1OCc1ccc(Cl)c(Cl)c1,-0.1,3,1.0,-9
CCOC(=O)N1CCN(C(=O)C2CC23CCN(C(=O)c2ccsc2)CC3)CC1 (stereo unspecified),-0.2,13,-1.0,7
Brc1ccc2nc(Nc3ccccn3)nc(-c3ccccc3)c2c1,0.1,0,4.7,-2
CN1C(=O)c2ccc(C(=O)NCc3ccco3)cc2C1=O,0.0,12,0.0,-2
C/C(=N\NC(=S)NCc1ccccc1)c1ccc(N2CCOCC2)cc1,0.3,12,-0.6,-2

Later entries
molecule,FBW7 act,MITF inh,GPR151 activ,TEAD-YAP inh
CCC(C)(C)C1CCC2(CC1)NC(=O)N(CC(=O)Nc1ccccc1C(C)=O)C2=O (stereo unspecified),-0.1,3,0.5,9
COc1cc(-c2nc3ccccc3c(=O)n2NCc2ccc(OC(F)F)cc2)cc(OC)c1OC,-0.1,1,-0.1,-5
Cc1cc2c(o1)CCc1sc(N(C)C(=O)Cc3ccccc3F)nc1-2,0.4,-3,0.1,-24
COCCNC(=S)Nc1nc(OC)cc(OC)n1,0.0,11,0.4,1
CCN(CC)CCNC(=O)c1ccc(OC)c([N+](=O)[O-])c1,-0.1,-2,-1.4,3
Cc1ccc(/C=C(\NC(=O)c2ccccc2)C(=O)NC2CC2)o1,0.0,5,-0.9,-6
COC(=O)C1=CN(c2ccc(F)cc2)C=C(C(=O)OC)C1c1ccc([N+](=O)[O-])cc1,0.1,15,-0.1,5
CC(C)CNC(=O)CSc1nnc(-c2ccncc2)n1Cc1ccccc1,1.0,7,0.2,5
COc1cc(OC)c(CNc2ccc3cn[nH]c3c2)cc1Br,0.0,1,-0.4,9
CC(=O)c1ccc(NC(=O)COc2cccnc2[N+](=O)[O-])cc1,0.0,-4,-0.3,-5

Another view of some results above.
> CCSc1nnc(N2C(=O)CC(c3ccc(F)cc3)C3=C2CCCC3=O)s1 (stereo unspecified)
  FBW7 act = 0.0; MITF inh = -1; GPR151 activ = -1.0; TEAD-YAP inh = 4

> COc1ccc(/C(N)=N/OC(=O)c2ccc(C)c([N+](=O)[O-])c2)cc1
  FBW7 act = -0.1; MITF inh = 4; GPR151 activ = 0.4; TEAD-YAP inh = 4

> COc1ccc(CC2(CCC(=O)NCCCn3cccn3)CCC(=O)N2)c(F)c1 (stereo unspecified)
  FBW7 act = -0.1; MITF inh = 0; GPR151 activ = 3.6; TEAD-YAP inh = 4

Next section.
molecule,FBW7 act,MITF inh,GPR151 activ,TEAD-YAP inh
O=C(O)CCCNC(=O)C(c1ccccc1)c1ccccc1,1.1,6,-0.9,12
CCOC(=O)c1ccc(NC(=O)c2ccc([N+](=O)[O-])cc2)cc1,-0.1,4,0.4,-4
CCOCCCNC(=O)C(NC(=O)c1cnccn1)c1ccc(OC)cc1 (stereo unspecified),-0.1,7,-0.2,3
O=C(/C=C/c1ccccc1)Oc1cccc(C(=S)N2CCOCC2)c1,-0.3,3,1.5,9
C/C(=N/NC(=O)c1ccc(O)cc1)c1ccc(O)cc1,-0.1,-14,-1.1,-7
CCC(C)OC(=O)C1=C(C)NC2=C(C(=O)CC(C)(C)C2)C1c1ccc2c(c1)c1ccccc1n2CC (stereo unspecified),0.0,4,0.0,5
CC(C)(/C(=N/O)c1ccccc1)/[N+]([O-])=N/O,-0.3,-1,0.3,8
Cc1cc(Br)ccc1NC(=O)c1cccc(Br)c1,-0.1,-2,-0.3,-35
O=C(NCc1ccco1)C1CC(c2ccc(F)cc2)=NO1 (stereo unspecified),0.1,8,0.9,-8
CCCNC(=O)CCCn1ncn2c(cc3occc32)c1=O,-0.1,-6,1.9,-36

More entries:
molecule,FBW7 act,MITF inh,GPR151 activ,TEAD-YAP inh
O=C(NCCN1CCCC1)C(c1ccccc1)c1ccccc1,-0.1,3,0.1,7
CC(=O)Nc1c2c(nn1-c1cccc(Cl)c1)CS(=O)C2 (stereo unspecified),-0.1,9,-0.7,-3
COC(=O)c1oc2ccc(Cl)cc2c1-n1cccc1,0.1,4,0.4,-3
COc1ccc(-c2nnc(SC)n2CCN(C)C)cc1,-0.2,-13,0.8,0
CCc1ccc(NC(=O)c2ccc(NCc3ccccc3Cl)c([N+](=O)[O-])c2)cc1,-0.1,-2,-1.3,8
COc1ccc(CN2CCc3nnc(CNC(=O)C4CCCN(C)C4)n3CC2)c(OC)c1 (stereo unspecified),-0.1,6,1.2,-6
Cn1c(=O)c(C(=O)Nc2ccc(F)cc2F)cc2cccnc21,-0.1,-7,-0.4,-29
COc1cc(-c2cc(N)n(S(=O)(=O)c3cccc([N+](=O)[O-])c3)n2)cc(OC)c1OC,-0.2,5,0.2,-6
Cc1c(C(=O)O)oc2c1-c1[nH]ncc1CC2,-0.1,-7,0.4,4
COc1ccc(/C(O)=C/c2nc3ccc(C(=O)N4CCOCC4)cc3[nH]c2=O)cc1OC,-0.2,17,-0.7,0

Next section:
molecule,FBW7 act,MITF inh,GPR151 activ,TEAD-YAP inh
C(=NC12CC3CC(CC(C3)C1)C2)c1ccco1,0.2,17,1.3,9
CSc1ccccc1C(=O)Nc1ccc(Cl)cc1,-0.2,-2,-1.1,-19
COc1ccc(Cl)cc1Nc1nnc(-c2cnccn2)s1,0.2,-7,-0.9,-2
NC1=NC(c2c(O)ccc3ccccc23)C=NN1 (stereo unspecified),0.0,18,-1.2,7
CC1=C(C(=O)Nc2ccc(Cl)cc2)C(c2ccncc2)C(C#N)=C(SCC(=O)Nc2ccc(Br)cc2)N1 (stereo unspecified),0.0,-8,-0.2,-5
CCC1=NC(C(F)(F)F)(C(F)(F)F)N=C2C=C(C)C=C(C)N21,0.1,6,-0.8,-5
CC(C)NC(=O)CCN1C(=O)c2ccccc2S1(=O)=O,0.1,-26,-1.9,-2
Cc1ccc(CC2SC(=O)NC2=O)cc1Cl (stereo unspecified),-0.1,1,1.0,5
